Assay outcomes (PubChem BioAssay)
ASK1 inh = ASK1 kinase inhibitors, primary screen, biochemical, AlphaScreen | Mitogen-activated protein kinase kinase kinase 5 (Homo sapiens), Q99683 | AlphaScreen MKK6 phosphorylation by ASK1, luminescence | inhibition, % at 7.44 µM | hit rate 0.99% among 22,000 | AID 1159602, 2016; in the data active = inhibition above about 35%;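 note: 0% = median of compound wells and 100% = no enzyme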
ULK1 inh = ULK1 kinase inhibitors, primary screen, biochemical, AlphaScreen; Serine/threonine-protein kinase ULK1 (Homo sapiens), O75385; AlphaScreen Atg13 phosphorylation by ULK1, luminescence; inhibition, % at 5.96 µM; hit rate 1.9% among 30,000; AID 1259251, 2017; in the data active = inhibition above about 43%;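 note: 0% = median of compound wells and 100% = no enzyme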
* hit, by the source's call; · = not tested or not shown.

no.	ASK1 inh	ULK1 inh	Molecule
1	-8	-3	CC(C)(C)NS(=O)(=O)c1ccc(-c2cn[nH]c2-c2ccc(F)cc2)cc1
2	-15	7	CN1CCN(c2ccc(-c3cncc(C(=O)NCc4nc5ccccc5[nH]4)c3)cc2)CC1
3	2	-31	O=C(NCCc1ccc(O)cc1)c1cnc(-c2csc3ccccc23)s1
4	·	0	CCCOc1ccc(C(C2=C(O)CC(C)(C)CC2O)C2C(=O)CC(C)(C)CC2=O)cc1 (centres undefined)
5	·	-2	COC(CNc1cc(-c2cncc(Br)c2)nc(-c2ccccc2)n1)OC
6	·	-10	Cc1ccn2cc(-c3ccc(NS(=O)(=O)c4cccc(F)c4)cc3)nc2n1
7	-10	-37	c1ccc2c(c1)CC(c1nc3c(OCCN4CCOCC4)cc(-c4cn[nH]c4)cc3s1)CO2 (centres undefined)
8	1	2	Cc1ncn(-c2ccc(Nc3cc(Nc4ccccc4C(N)=O)ccn3)cc2)n1
9	-24	-29	Cc1noc(C)c1-c1cc(NCCCN2CCCC2=O)ncn1
10	-8	-1	NC(=O)c1ccc(-c2nccc(N)n2)cc1
11	4	9	CC(C)n1cnc2c(NC3CC3)nc(NCCCN3CCCC3=O)nc21
12	-9	-2	CC(C)N(CCNc1nc(-c2ccc(C(=O)NC3CC3)cc2)nc2c1ncn2-c1ccccc1)C(C)C
13	·	1	COC(=O)C(O)(CC(=O)Nc1ccc(Br)cc1)C(F)(F)F (centres undefined)
14	·	3	CCOc1ccc(C(C)C)cc1S(=O)(=O)Nc1ccc(-c2ccc(N3CCCC3)nn2)cc1
15	·	-16	O=C(OCCOCCO)c1ccccc1Nc1cccc(C(F)(F)F)c1
16	2	-15	COc1ccc(-c2cccc3cnc(Nc4ccc(-n5cnc(N6CCOCC6)n5)cc4)nc23)cc1F
17	13	0	Cc1cnc(Nc2cccnc2)nc1Nc1ccc(Oc2ccccc2)cc1
18	34	13	Cc1nc(C)n(-c2ccc(Nc3nccc(-c4ccc5nc(C(C)C)[nH]c(=O)c5c4)n3)cc2)n1
19	4	-4	CCNc1ncc(C(=O)Nc2ccc(N3CCOCC3)cc2)s1
20	-4	-1	OCCNc1nc(N2CCN(c3ccccn3)CC2)nc2nc[nH]c12

Filtered by structure, those above containing a halogen.
no.	ASK1 inh	ULK1 inh	Molecule
1	-8	-3	CC(C)(C)NS(=O)(=O)c1ccc(-c2cn[nH]c2-c2ccc(F)cc2)cc1
5	·	-2	COC(CNc1cc(-c2cncc(Br)c2)nc(-c2ccccc2)n1)OC
6	·	-10	Cc1ccn2cc(-c3ccc(NS(=O)(=O)c4cccc(F)c4)cc3)nc2n1
13	·	1	COC(=O)C(O)(CC(=O)Nc1ccc(Br)cc1)C(F)(F)F (centres undefined)
15	·	-16	O=C(OCCOCCO)c1ccccc1Nc1cccc(C(F)(F)F)c1
16	2	-15	COc1ccc(-c2cccc3cnc(Nc4ccc(-n5cnc(N6CCOCC6)n5)cc4)nc23)cc1F

Other entries:
no.	ASK1 inh	ULK1 inh	Molecule
21	-6	12	CC(C)N(CCNC(=O)c1csc(Nc2ccnn2C)n1)C(C)C
22	0	-1	CON(C)C(=O)c1ccc2c(c1)CC(c1nc3ccc(-c4ccnc(N)n4)cc3[nH]1)CO2 (centres undefined)
23	16	13	c1ccc(OCCNc2nc(-c3ccc4[nH]ccc4c3)nc3nc[nH]c23)cc1
24	6	-12	O=C(Cc1ccccc1)Nc1cnn(-c2cccc(C(=O)Nc3cccc(Cn4ccnc4)c3)c2)c1
25	3	2	CCN(CC)C(=O)C1CCCN(c2nc3c(NCCO)ncnc3n2C(C)C)C1 (centres undefined)
26	11	-5	Cc1nn(C)c(C)c1-c1cccc(C(=O)NC2CCN(Cc3ccccc3)CC2)n1
27	·	-6	CCOc1ccc(-c2cc(=O)c3cc(NC(=O)c4ccccc4OC)ccc3o2)cc1
28	-3	0	Cc1cnc(N2CCOCC2)nc1NC1CCN(Cc2ccccc2)CC1
29	-8	2	C=CCN1CCN(c2c(C)ccc3sc(-c4ccc(Br)o4)nc23)CC1
30	·	-2	CCn1nc(C(=O)O)c(=O)c2cc3c(cc21)OCO3
31	1	15	COc1cc(NC(=O)c2ccnc(N3CCOCC3)c2)cc(OC)c1OC
32	0	73*	CNC(=O)c1ccccc1Nc1cc(Nc2ccc3c(c2)CC(=O)N3)ncc1C(F)(F)F
33	12	15	COc1ccc(CCNc2nc(Nc3ccncn3)nc3c2ncn3CCN2CCCC2=O)cc1
34	41*	12	COc1ccc2c(c1)CC(C(=O)Nc1ccc(-c3cn[nH]c3)cc1OCCN(Cc1ccccc1)Cc1ccccc1)CO2 (centres undefined)
35	·	-2	CC(C)Oc1ccc(C(=O)NC(C)(C)c2ccncc2)cc1
36	·	21	CCCCOC(=O)/C(=C\c1ccc([N+](=O)[O-])o1)NC(=O)c1ccccc1
37	-17	4	Cc1cnc(-c2ccc(C(=O)NC3CC3)cc2)nc1Nc1ccccc1
38	·	7	C=CCn1c(SCCC(=O)O)nc2c1c(=O)n(C)c(=O)n2C
39	·	-21	Nc1ncnc2c1C1(CCCCC1)Cc1ccccc1-2
40	·	-4	COc1ccc(Cc2nnc(NC(=O)C(C)(C)C)s2)cc1
41	-11	5	Cn1ncc(C(N)=O)c1Nc1ccnc(Nc2ccc(N3CCOCC3)cc2)c1
42	1	16	Cn1c(Nc2nc(NCc3nc4ccccc4[nH]3)c3ncn(-c4ccsc4)c3n2)nc2ccccc21
43	-8	-4	COc1ccc2c(c1)CC(C(=O)Nc1ccc(-c3ccnc(N)n3)cc1O)CO2 (centres undefined)
44	9	10	O=C(NCCOc1ccccc1)c1cnc(Nc2ccncn2)s1
45	27	22	COc1ccc2c(c1)CC(C(=O)Nc1ccc(-c3cn[nH]c3)cc1OCc1ccccc1)CO2 (centres undefined)
46	·	-8	COc1ccc(N/N=C/c2c(O)n(-c3cccc(Cl)c3)c(=O)[nH]c2=O)cc1
47	0	-2	NC(=O)c1cccc(-n2cc(NC(=O)Nc3ccccc3Cl)cn2)c1
48	-23	-4	Nc1nc(Oc2ccccc2)nc2c1ncn2-c1ccccc1
49	2	8	C[C@@H](N)COc1ncccc1C(=O)Nc1ccc2[nH]ncc2c1
50	5	5	O=C(NCc1nc2ccccc2[nH]1)c1cnc(N2CCCC2CO)s1 (centres undefined)
51	-16	2	O=C(Nc1ccccc1)c1cc(N2CCc3ccccc3C2)nc2ccccc12
52	·	-5	COc1ccccc1NS(=O)(=O)c1ccc2c(c1)OCCCO2
53	4	-34	OCCNc1nc(-c2csc3ccccc23)nc2c1ncn2C1CCCCC1
54	·	4	CCOC(=O)C1=C(C)N(CCOC)C(=O)/C1=C\c1ccco1
55	·	9	O=C(NCc1nnnn1-c1cccc(F)c1)C1CCCCC1
56	·	11	Cc1cc(N)n(-c2ncnc3c2cnn3-c2ccc(Cl)cc2)n1
57	12	-42	COc1cc2nc(-c3cccc(N)c3)nc(Nc3cc(OC)c(OC)c(OC)c3)c2cc1OC
58	8	3	FC(F)(F)c1ccc(Nc2nc(NCCOc3ccccc3)c3ncn(-c4ccccc4)c3n2)cc1
59	3	-20	COc1ccc(-c2nc3ncnc(NCc4cccc(C(F)(F)F)c4)c3[nH]2)cn1
60	·	-5	COc1ccc(OC)c(CN2CCC(C(=O)NC(C)(C)C)CC2)c1

Of the compounds above, three have a tert-butyl group.
no.	ASK1 inh	ULK1 inh	Molecule
1	-8	-3	CC(C)(C)NS(=O)(=O)c1ccc(-c2cn[nH]c2-c2ccc(F)cc2)cc1
40	·	-4	COc1ccc(Cc2nnc(NC(=O)C(C)(C)C)s2)cc1
60	·	-5	COc1ccc(OC)c(CN2CCC(C(=O)NC(C)(C)C)CC2)c1

Continued:
no.	ASK1 inh	ULK1 inh	Molecule
61	7	8	COc1cc2nc(Nc3cnccn3)nc(NCc3nc4ccccc4[nH]3)c2cc1OC
62	5	1	CC(C)n1c(-c2cccc(N)c2)nc2c(NCc3nc4ccccc4[nH]3)ncnc21
63	4	13	Cc1nn(C)c(C)c1-c1nc(Nc2ccccc2)c2ncn(-c3ccsc3)c2n1
64	-13	17	CN(C)c1cccc(Nc2nc(NCc3cccnc3)c3ncn(-c4ccsc4)c3n2)c1
65	·	5	COC(=O)C1CCN(C2CCN(C(=O)COCC(=O)O)CC2)CC1
66	-21	2	CN1CCN(C(=O)c2ccc(-c3cncc(C(=O)NCCCN4CCCC4=O)c3)cc2)CC1
67	23	0	COc1cc2nc(NCCCN3CCCC3=O)nc(Nc3ccc(N4CCOCC4)cc3)c2cc1OC
68	5	-11	COc1cc2nc(Nc3ccc4ncccc4c3)nc(Nc3ccccc3)c2cc1OC
69	·	8	CN(C)c1nc(N(C)C)nc(N(C)C)n1
70	·	0	CC(C)(C)OC(=O)N1C(C(=O)O)CSC1c1ccccc1Cl (centres undefined)
71	6	6	COc1ccc(-c2nc(Nc3ccc(Oc4ccccc4)cc3)c3ncn(C4CCCCC4)c3n2)cc1
72	-4	2	O=C(NCc1nc2ccccc2[nH]1)c1cccc(Nc2ncccn2)c1
73	-16	-1	COc1ccc(-c2nc(C)cc(Nc3ccc(NC(C)=O)cc3)n2)cn1
74	-22	0	FC(F)(F)Oc1ccc(Nc2nccc(NCCCN3CCOCC3)n2)cc1
75	5	-5	O=C(Cc1ccsc1)Nc1cnn(-c2cccc(C(=O)Nc3ccc(N4CCOCC4)cc3)c2)c1
76	11	-3	c1ccc2c(c1)OC[C@H](c1nc3ccc(-c4ccncc4)cc3[nH]1)O2
77	·	29	C(=N\Nc1nc2ccccc2[nH]1)/c1ccccc1
78	4	-7	O=C(Nc1ccccc1)c1cnc(-c2csc3ccccc23)s1
79	-21	-11	CCNc1nc(NCc2ccccc2)nc(N(CC)CC)n1
80	0	44*	NC(=O)c1ccc(-c2nc(Nc3ccc(N4CCOCC4)cc3)c3ncn(C4CCCCC4)c3n2)cc1

In another format: 5 of the compounds above
nr	smiles	ASK1 inh	ULK1 inh
68	COc1cc2nc(Nc3ccc4ncccc4c3)nc(Nc3ccccc3)c2cc1OC	5	-11
69	CN(C)c1nc(N(C)C)nc(N(C)C)n1	·	8
70	CC(C)(C)OC(=O)N1C(C(=O)O)CSC1c1ccccc1Cl (centres undefined)	·	0
71	COc1ccc(-c2nc(Nc3ccc(Oc4ccccc4)cc3)c3ncn(C4CCCCC4)c3n2)cc1	6	6
72	O=C(NCc1nc2ccccc2[nH]1)c1cccc(Nc2ncccn2)c1	-4	2

Remaining list, next part
no.	ASK1 inh	ULK1 inh	Molecule
81	13	9	O=C(NCc1nc2ccccc2[nH]1)c1cnc(Nc2ccc(N3CCOCC3)cc2)s1
82	14	1	COc1ccc(Nc2nc(NCCCN3CCOCC3)c3cc(OC)c(OC)cc3n2)cn1
83	21	11	O=C(NC1CC1)c1ccc(-c2ncc(C(=O)NCCc3ccc(O)cc3)s2)cc1
84	3	2	O=C(NCCOc1ccccc1)c1cc(N2CCCC2CO)nc2ccccc12 (centres undefined)
85	-3	-14	COc1ccc(-c2nc3c(NCc4cccc(C(F)(F)F)c4)ncnc3n2C(C)C)cc1
86	5	19	Cc1cnc(N2CCN(c3ccccn3)CC2)nc1Nc1ccc2c(c1)OCO2
87	14	-5	FC(F)(F)c1cccc(CNc2nc(N3CCOCC3)nc3c2ncn3-c2ccccc2)c1
88	10	-5	O=C(NC1CCN(Cc2ccccc2)CC1)c1ccc2nc(Br)sc2c1
89	5	-10	OCC1CCCN1c1nc(NCc2cccc(C(F)(F)F)c2)c2ncn(C3CCCCC3)c2n1 (centres undefined)
90	-13	-32	CN(C(=O)C1COc2ccccc2C1)c1ccc(-c2cn[nH]c2)cc1 (centres undefined)
91	·	-1	C#CC1(OCC(O)CN2CCN(c3ccc(F)cc3)CC2)CCCCC1 (centres undefined)
92	-3	4	COc1nc(NCCO)nc(-c2ccc(C(=O)NC3CC3)cc2)n1
93	0	5	c1ccc(Nc2nc(N3CCOCC3)nc3nc[nH]c23)cc1
94	·	2	Cc1ccc(OCC(=O)NNC(=S)NCc2ccccc2)cc1
95	-1	11	Cc1cnc(N2CCCC2CO)nc1Nc1ccccc1 (centres undefined)
96	-4	-3	O=C(NCc1cccnc1)c1cccc(N2CCN(c3ccccn3)CC2)n1
97	-2	3	O=C(NCCN1CCOCC1)c1csc(Nc2cnccn2)n1
98	-34	-43	COc1cc2nc(Nc3ccc(OC(F)(F)F)cc3)nc(NCc3cccc(C(F)(F)F)c3)c2cc1OC
99	·	9	COc1cc([N+](=O)[O-])cc(/C=N/NC(=O)COc2ccc(C)c(C)c2)c1O
100	2	-13	COc1ccc(CCNc2cc(C)nc(NC3CCN(Cc4ccccc4)CC3)n2)cc1
101	1	-5	COc1cc(Nc2nc(N3CCN(c4ccccn4)CC3)nc3nc[nH]c23)cc(OC)c1OC
102	3	-12	CC(=O)c1cccc(-c2nc(NCCN(C(C)C)C(C)C)c3ncn(-c4ccsc4)c3n2)c1
103	-24	3	Cc1ccc(-c2cccc3cnc(Nc4ccc(F)cc4F)nc23)cn1
104	-3	12	O=C(Nc1ccc(N2CCOCC2)cc1)C1CCN(c2ccc(Cl)nn2)CC1
105	8	-4	c1ccc2[nH]c(CNc3ccnc(Nc4ccc(-n5ccnc5)cc4)n3)nc2c1
106	·	1	COc1cc(OC)nc(Oc2cccnc2/C=N/NC(=O)Nc2ccc(Cl)cc2)n1
107	-4	17	Cn1c(Nc2nc(NCCO)c3ncn(-c4ccsc4)c3n2)nc2ccccc21
108	-14	-2	COc1cc(Nc2cc(NCc3cccnc3)nc(N)n2)cc(OC)c1OC
109	19	-23	CCCNc1nc(Nc2cc(OC)c(OC)c(OC)c2)nc2c1ncn2Cc1ccc(C(F)(F)F)cc1
110	-10	10	O=C1CCCN1CCCNc1ccnc(N2CCc3ccccc3C2)n1
